Integrin act MD: activates integrin-mediated alleviation for muscular dystrophy | hit rate 0.064% among 350,000 | alpha7betagal myoblasts, beta-gal FDG fluorescence, 48 h | Potency, µM (top dose mostly 38.3 µM), without a hit: at the highest dose activation, hits mostly activators;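 also: potency is read from the fitted curve at half-maximal effect; 100% = response of the positive control SU9516; nearly all actives have a fitted effect of over 60% in size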
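Alpha7betagal+/- myoblasts (passage 13) were plated 16-24 hr, then exposed to compounds (1:260 dilution of DMSO stock) for 48 hours at 37C. After MPER lysis, β-galactosidase reporter activity was read as FDG fluorescence (ex 480/em 540) after 30 minutes.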
Eya2 inh: blocks the phosphatase activity of human Eya2. O00167. recombinant Eya2, OMFP fluorescence dephosphorylation (OMFP is methylfluorescein phosphate). Potency, µM (top dose mostly 76.9 µM), for the others: at the top dose activity, negative = inhibition, usual class: inhibitors. hit rate 0.006% among 330,000; also: potency is read from the fitted curve at half-maximal effect; % is scaled to controls: 0 for no effect and ±100 for the full control effect
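Eya2 (0.2 uM) preincubated 10 min at ambient with compound, then OMFP substrate added at 50 uM; 10 min reaction in 50 mM HEPES pH 7.5, 50 mM NaCl, 5 uM MgCl2, 0.05% BSA, 1 mM DTT. Fluorescence read at Ex 485/Em 525 nm.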
Tb PFK block: blocks T. brucei phosphofructokinase. O15648. T. brucei PFK, ADP-Glo luminescence. Potency, µM (titrated, usually from 57.5 µM), inactives show top-dose activity, negative = inhibition, most hits filed as inhibitors. hit rate 0.17% among 330,000. AID 485367;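 also: potency is read from the fitted curve at half-maximal effect; 0% = uninhibited 1x PFK enzyme wells and -100% = no-enzyme wells; nearly all actives have a fitted effect of over 60% in size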
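In TEA buffer at pH 8.0 with 5 mM MgCl2, enzyme (1.25 nM) converted F6P (0.5 mM) and ATP (0.1 mM) for 45 min at room temperature. ADP product was read by luciferase luminescence.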
PTAP TSG101 blk: blocks PTAP/TSG101 interaction to inhibit HIV-1 budding; Q99816; Fluorescence polarization, FITC-PTAP peptide / Tsg101 binding; Potency, µM (titrated, usually from 115 µM), inactives show at the highest dose activity change, negative = inhibition, usual class: inhibitors; 340,000 tested, under 10 active; AID 493005; active = well fitted inhibition curve with a large enough effect in the main read-out, with a control signal flat, not every such curve was filed as active; inconclusive = small, poorly fitted or top-dose-only effect, or effect the other way, or a change in a side signal; inactive = no such curve, though single readings can be large or run the other way; also: potency is read from the fitted curve at half-maximal effect; % of control where 0% means no effect
Target sequence (Q99816 whole entry, looked up): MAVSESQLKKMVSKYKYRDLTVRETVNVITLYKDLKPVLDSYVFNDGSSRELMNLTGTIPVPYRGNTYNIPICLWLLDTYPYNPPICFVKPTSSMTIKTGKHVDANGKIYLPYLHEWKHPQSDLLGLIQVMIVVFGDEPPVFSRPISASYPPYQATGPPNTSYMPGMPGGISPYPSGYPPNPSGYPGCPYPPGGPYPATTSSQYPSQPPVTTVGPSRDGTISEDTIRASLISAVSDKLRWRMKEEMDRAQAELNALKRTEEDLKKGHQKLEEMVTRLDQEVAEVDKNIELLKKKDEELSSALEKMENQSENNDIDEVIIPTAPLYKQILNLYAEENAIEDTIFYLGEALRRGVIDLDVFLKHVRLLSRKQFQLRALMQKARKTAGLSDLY
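Fluorescence polarization binding of Tsg101 binding domain (10 uM final) to FITC-labeled PTAP peptide (50 nM final) in HEPES pH 7.5 buffer with NaCl, Tween 20, EDTA, TCEP. Compounds added before peptide; binding 20 min at RT.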
AT treatment: candidate therapy for ataxia-telangiectasia; Potency, µM (top dose mostly 57.5 µM), inactives show top-dose activation, actives largely listed as activators; hit rate 0.19% among 320,000; […] A-T fibroblasts, KAP-1 phosphorylation AlphaLISA; neocarzinostatin DNA damage 30 min before lysis; also: potency is read from the fitted curve at half-maximal effect; % of control where 0% means no effect; nearly all actives have a fitted effect of over 45% in size
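ATM-like activity read as KAP-1 phosphorylation via AlphaLISA donor/acceptor antibody pairs after lysis and 6 hr at 25C. Cells were ATM-null patient fibroblasts ([…], hTERT), dosed 60 min, then exposed to the DSB inducer NCS for 30 min.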
TCR activator: activators of T cell receptors; primary human leukocytes, anti-CD3, IL-2 HTRF, 48 h; Potency, µM (series often up to 9.22 µM), inactives show at the top dose activation of IL-2 secretion, hits mostly activators; 330,000 tested, under 10 active; AID 504894; also: % of control where 0% means no effect
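Human primary leukocytes + a-CD3 beads + cpd, 48 hr; IL-2 in supernatant by HTRF (ex 320nm / em 665nm). No co-stimulatory signal supplied.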
ELG1 DNA repair: ELG1-dependent DNA repair inhibition; HEK293T ELG1-luciferase reporter, luminescence, 16 h; DNA damage induced by 5-fluorouridine; Potency, µM (top dose mostly 46.1 µM), without a hit: at the top dose activity change, negative = inhibition, most hits filed as inhibitors; hit rate 2.3% among 330,000; also: potency is read from the fitted curve at half-maximal effect; % is scaled to controls: 0 for no effect and ±100 for the full control effect; nearly all actives have a fitted effect of over 55% in size
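HEK293T cells expressing luciferase-tagged ELG1 (2,000/well) received 5-Fluorouridine plus compound or DMSO for 16 hr at 37 °C. Luciferase was read by ONE-Glo luminescence after 30 min at room temperature.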
Mito fusion act: inhibitors of mitochondrial division or activators of mitochondrial fusion; S. cerevisiae fusion-defective mutant growth rescue, CellTiterGlo 48 h; Potency, µM (highest dose often 46.1 µM), for the others: top-dose growth rescue (activation), hits mostly activators; hit rate 0.23% among 320,000;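 also: potency is read from the fitted curve at half-maximal effect; % of control where 0% means no effect; nearly all actives have a fitted effect of over 45% in size; temperature-sensitive fusion mutants such as fzo1-1 at 37 °C on non-fermentable ethanol glycerol medium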
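Growth-rescue viability read-out: after 48 h at the non-permissive 37C in glycerol/ethanol YPEG, yeast mitochondrial fusion mutants are measured by CellTiterGlo luminescence; compounds (23 nl pinned per well) restoring growth score as division inhibitors or fusion activators.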
TSHR antag: blocks TSH signaling through the human TSH receptor; hit rate 0.2% among 330,000; activity change, negative = inhibition, % at 11.5 µM; TSHR-expressing cells, TSH-stimulated cAMP HTRF, 2 h; hits give low values; AID 504810;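 active = activity change below a set negative limit, meaning inhibition stronger than a set level, cut at about -70% in these data; inconclusive = activity change between two set negative limits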; also: % is scaled to controls: 0 for no effect and ±100 for the full control effect
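Cell-based HTRF cAMP assay; TSHR cells + compound, TSH EC80 (4nM final), 2 h, 37 deg C. Lysis with anti-cAMP cryptate and cAMP-d2, 30 min RT, read 665/620 nm.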
Chronic BCR inh: inhibitors of chronic active B-cell receptor signaling. ABC-DLBCL IkBa-CBG/CBR reporter, luminescence ratio, 4 h. hit rate 0.05% among 340,000. Potency, µM (top dose mostly 46.1 µM), for inactives: at the highest dose ratio change, negative = lower green/red ratio, usual class: inhibitors. AID 493014; active = well fitted inhibition curve with a large enough effect in the signal ratio, with a control signal flat, not every such curve was filed as active; inconclusive = small, poorly fitted or top-dose-only effect, or effect the other way, or a change in a side signal; the % refers to the signal ratio;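 also: potency is read from the fitted curve at half-maximal effect; plate controls were basal doxycycline-induced cells for no effect and cells given 10 µM MG132 for full effect; MG132 reads +100%, hits lower the ratio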
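Compounds up to 46 uM were incubated four hours with TMD8 cells whose green CBG68 luciferase is fused to IkappaBalpha; red CBR luminescence normalised the signal, and concentration-effect curves were fitted to fusion, red and ratio data.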
S-ASM inh: inhibitors of human secretory acid sphingomyelinase. hit rate 0.006% among 340,000. Potency, µM (series often up to 57.5 µM), for the others: at the top dose activity change, negative = inhibition, actives largely listed as inhibitors. P17405. AID 504937. placental ASM, HMU-PC fluorogenic substrate, 60 min; also: potency is read from the fitted curve at half-maximal effect
Target sequence (P17405 47-631 limits assumed): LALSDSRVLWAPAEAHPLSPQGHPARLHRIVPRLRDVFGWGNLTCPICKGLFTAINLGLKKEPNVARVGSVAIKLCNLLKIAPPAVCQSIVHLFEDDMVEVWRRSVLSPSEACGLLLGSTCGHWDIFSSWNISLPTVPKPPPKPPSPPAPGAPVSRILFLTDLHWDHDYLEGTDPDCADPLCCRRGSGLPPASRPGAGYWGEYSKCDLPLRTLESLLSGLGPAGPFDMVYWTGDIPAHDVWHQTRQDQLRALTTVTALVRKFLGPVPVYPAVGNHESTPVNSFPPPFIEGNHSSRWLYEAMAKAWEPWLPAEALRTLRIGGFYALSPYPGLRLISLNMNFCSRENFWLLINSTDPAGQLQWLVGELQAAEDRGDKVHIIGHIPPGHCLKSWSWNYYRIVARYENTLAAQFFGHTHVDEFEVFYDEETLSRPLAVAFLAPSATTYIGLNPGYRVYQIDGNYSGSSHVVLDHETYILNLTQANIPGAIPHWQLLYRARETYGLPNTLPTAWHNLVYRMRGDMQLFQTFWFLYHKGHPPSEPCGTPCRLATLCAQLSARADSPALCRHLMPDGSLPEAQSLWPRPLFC
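Steps: dispense placental human ASM, pin compound, wait 10 min at room temperature, add HMU-PC0 substrate at 9 uM final, incubate 60 min at 37 °C, add stop solution raising pH to 10, read fluorescence.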
The depositor's hits bear a star; ? = inconclusive; . = not tested or not shown; [ ] = remark or other dose. Unless noted, calls follow the shape of the dose curve; as a rule, active = well fitted curve in the direction sought with a large enough effect; inconclusive = small, poorly fitted or top-dose-only effect, or another doubt; inactive = no such curve, though single readings can be large; an effect the other way counts as inactive or inconclusive.

molecule,Integrin act MD,Eya2 inh,Tb PFK block,PTAP TSG101 blk,AT treatment,TCR activator,ELG1 DNA repair,Mito fusion act,TSHR antag,Chronic BCR inh,S-ASM inh
CCCCc1ccc(S(=O)(=O)Nc2ccc(C)c(NS(C)(=O)=O)c2)cc1,-25%,-8%,3%,-1%,?,0%,-5%,8%,-24,2%,-7%
O=C(NC1CCCC1)c1cc(-c2cccc(Cl)c2)on1,26%,-22%,0%,0%,5%,2%,?,26%,-17,?,-5%
COc1cccc(N(CC(=O)NC2CCCC2)C(=O)CCC(=O)Nc2cc(C)on2)c1,-10%,2%,1%,-1%,4%,-3%,1%,-3%,-8,-10%,-2%
CCN(CC)c1ccc(C(=O)NNC(=O)CN2C(=O)NC(C)(c3ccccc3)C2=O)cc1 (centres undefined),9%,-15%,-4%,-5%,-1%,-2%,?,-5%,0,-1%,1%
COC(=O)c1ccc2nc(NC(=O)CN3C(=O)CCC3=O)sc2c1,4%,1%,10%,0%,-6%,7%,30%,5%,4,?,-2%
O=C(C1CCOCC1)N1CCCC(N2CCN(c3ccc(F)cc3)CC2)C1 (centres undefined),22%,17%,-4%,-7%,-5%,1%,24%,-27%,33,1%,3%
O=C(NCc1cccs1)c1ccc([N+](=O)[O-])cc1Cl,-3%,7%,-4%,0%,2%,7%[46.1 µM],?,-23%,-2,6%,-1%
CC(C)N(Cc1ccccc1)C(=O)CN1C(=O)COc2ccc(S(=O)(=O)N3CCCCCC3)cc21,-35%,2%,2%,0%,0%,2%,-27%,2%,-2,5%,-9%

New compounds follow.
molecule,Integrin act MD,Eya2 inh,Tb PFK block,PTAP TSG101 blk,AT treatment,TCR activator,ELG1 DNA repair,Mito fusion act,TSHR antag,Chronic BCR inh,S-ASM inh
O=C(O)CSC1=NC(=Nc2cccc(Cl)c2)C2(CCCCC2)N1c1ccccc1,8%,4%,-14%,-2%,-9%,-3%[46.1 µM],-1%,-8%,-2,9%,0%
CCCNC(=O)CSc1ccc(S(=O)(=O)N2CCCCC2)cn1,-10%,1%,-4%,-4%,5%,-4%,-1%,-4%,-4,8%,0%
Cc1cc(C)nc(N2CCCC(C(=O)NC(C)C)C2)n1 (centres undefined),19%,-1%,1%,-3%,0%,8%,-7%,2%,-1,0%,0%
Cc1c(N2C(=O)c3cccc4cccc(c34)C2=O)cnn1C,-8%,-2%,0%,-1%,8%,-4%,-3%,3%,0,?,2%
COc1ccc(C(=O)NCC(=O)N/N=C/C(C)=C/c2ccccc2)cc1OC,-6%,-6%,-6%,-1%,-4%,0%[46.1 µM],-12%,18%,3,3%,-4%
COc1ccc(N(CC(=O)N2CCN(c3ccc(F)cc3)CC2)S(=O)(=O)c2c(C)n[nH]c2C)cc1,-14%,3%,-1%,1%,1%,-1%,?,-1%,14,?,5%
COC(=O)c1cc(C)sc1NC(=O)CCc1ccccc1,-28%,-5%,1%,0%,22%,.,-11%,-1%,23,?,-4%
C/C(=N/NC(=O)CNC(=O)c1ccc2c(c1)OCO2)c1ccc2c(c1)CCCC2,15%,-4%,-7%,-3%,-5%,0%,12%,2%,7,?,-16%

Additional compounds:
molecule,Integrin act MD,Eya2 inh,Tb PFK block,PTAP TSG101 blk,AT treatment,TCR activator,ELG1 DNA repair,Mito fusion act,TSHR antag,Chronic BCR inh,S-ASM inh
O=C(CCC(=O)OCc1ccc(Cl)cc1)Nc1ccccc1,-16%,3%,-1%,1%,-1%,-4%,10%,19%,1,1%,-1%
CCC(=O)N1CCc2cc(S(=O)(=O)CCC(=O)NCCc3ccccc3)ccc21,2%,-27%,0%,-3%,.,1%,12%,-2%,19,-5%,-7%
O=C(CSc1nnc2ccc(-c3ccccn3)nn12)NCCc1ccccc1,12%,4%,0%,-6%,-6%,.,5%,0%,-3,6%,2%
O=C(NCCNC(=O)c1ccccc1F)c1ccco1,?,-4%,0%,-2%,7%,-1%,13%,-4%,-5,5%,-11%
Cn1cc(CN2CCN(Cc3cccnc3)CC2)c(-c2ccc3c(c2)OCCO3)n1,-11%,1%,5%,-4%,-1%,0%,4%,-2%,6,?,-4%
CC(Oc1ccc2ccc(=O)oc2c1)C(=O)NCCCn1ccnc1 (centres undefined),10%,1%,0%,-6%,-4%,1%,0%,-1%,-1,-8%,2%
CCOC(=O)[C@@H]1[C@H]2COc3ccc(Br)cc3[C@H]2N2C(=O)N(c3ccc(Br)cc3)C(=O)[C@]12C,32%,-5%,1%,-4%,-2%,-8%,1%,-26%,-6,?,-4%
Cc1ccc(NC(=O)CSc2nc3ncc(Br)cc3[nH]2)cc1C,-34%,5%,-2%,-1%,-4%,-3%,-2%,-7%,-88*,2%,1%

(listing goes on)
molecule,Integrin act MD,Eya2 inh,Tb PFK block,PTAP TSG101 blk,AT treatment,TCR activator,ELG1 DNA repair,Mito fusion act,TSHR antag,Chronic BCR inh,S-ASM inh
O=C(COc1ccccc1-c1ccccc1)N/N=C/c1ccc2ccccc2c1,-54%[inhibitor],0%,4%,0%,4%,-4%,8%,6%,27,?,-7%
O=C1NCCCC1C(=O)N1CCN(C(c2ccccc2)c2ccccc2)CC1 (centres undefined),15%,27%,3%,-12%,8%,13%,13%,3%,3,0%,6%
O=C(O)Cc1n[nH]c(=O)c2ccccc12,30%,8%,-3%,0%,-5%,7%[46.1 µM],-9%,.,7,3%,4%
S=c1[nH]nc(-c2ccc(Cl)cc2Cl)n1-c1ccccc1,?,-9%,3%,-14%,-7%,-1%,?,-4%,5,?,-2%
CCC(C)(C)C1CCc2[nH]nc(C(=O)NCc3ccc(OC)cc3)c2C1 (centres undefined),-20%,-19%,0%,.,-2%,-2%,?,?,-7,-5%,-7%
CN(C)c1cccc(NC(=O)c2cccc3ccccc23)c1,23%,?,-1%,4%,-23%,-3%,-3%,3%,-11,-25%,-4%
Cc1ccc(S(=O)(=O)N2CCOCC2)cc1NC(=O)CSc1ncccn1,-5%,6%,-4%,-3%,-5%,0%,23%,-2%,-7,5%,0%
CC(C)(C)C1=NN(c2ccc([N+](=O)[O-])cc2)C(c2ccccc2)C1 (centres undefined),7%,7%,5%,-4%,1%,0%,-6%,5%,-4,13%,-12%

New compounds follow:
molecule,Integrin act MD,Eya2 inh,Tb PFK block,PTAP TSG101 blk,AT treatment,TCR activator,ELG1 DNA repair,Mito fusion act,TSHR antag,Chronic BCR inh,S-ASM inh
CC1(c2nnc(-c3cccc(Cl)c3)o2)CC(c2ccccc2Br)=NO1 (centres undefined),0%,18%,-4%,0%,3%,4%,6%,-1%,-6,0%,-3%
CC1(C)Oc2ccc3ccc(=O)oc3c2/C(=C/NNC(N)=O)C1=O,21%,3%,-3%,-1%,9%,3%,7%,1%,-3,?,10%
FC(F)(F)c1cc(-c2ccccc2)nc(N2CCOCC2)n1,-8%,6%,2%,-4%,?,0%,1%,-12%,1,6%,2%
Cc1cccc(COCC(Cc2ccccc2)N2CCN(C(=O)c3cccc(C)c3)CCC2=O)c1 (centres undefined),-3%,-2%,-1%,-3%,4%,-3%,?,19%,-14,-8%,-2%
COCCCNC(=O)CC1C[C@H](C(=O)N2CCOCC2)[C@@]2(C)c3[nH]c4ccccc4c3CCN2C1=O (some centres undefined),20%,2%,4%,0%,12%,2%,6%,.,1,-1%,0%
O=C(NCCN1CCOCC1)c1ccc(CS(=O)(=O)c2c(Cl)cccc2Cl)o1,13%,16%,-4%,-4%,18%,0%,1%,-2%,-2,0%,4%
Cc1nn(-c2ncc(C(F)(F)F)cc2Cl)c(=O)n1-c1ccccc1,14%,1%,-1%,-1%,5%,0%,-18%,2%,-2,?,5%
COc1cccc(OC)c1C(=O)NC(=S)Nc1cccc(NC(=O)c2ccco2)c1,0%,2%,-1%,-4%,0%,-1%,-16%,28%,3,2%,-3%

Screens deposited in PubChem BioAssay by National Center for Advancing Translational Sciences (NCATS).
